PMI act: activators of human phosphomannose isomerase; 190,000 tested, 0.005% active; P34949; activation factor at 20 µM; purified human PMI, coupled resazurin fluorescence, 20 min; stronger effect = higher value; 1 = vehicle control, 0 substrate-free wells; AID 1214;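 active = activation factor of 2 or more at 20 µM, relative to plate controls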
TR-FRET SRC-2 ct: counter-screen for PPARgamma SRC-2 recruitment agonists: TR-FRET artefact | stronger effect = higher value | TR-FRET ratio at 8 µM | 200,000 tested, 0.4% active | AID 1049; in the data active = TR-FRET ratio above about 2000; also: inactives centre near 1500
PMI act hi M6P: PMI (human) activation, high substrate; activation factor at 20 µM; 190,000 tested, 0.34% active; coupled PMI enzyme assay, resazurin fluorescence, 20 min; stronger effect = higher value; 1 = untreated enzyme, 0 = substrate-free blank; P34949; AID 1216;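 active = activation factor of 2 or more at 20 µM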
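Test system: Human PMI in coupled enzyme assay | Input: 15 ng/mL PMI | Medium: HEPES-buffered pH 7.4 with magnesium and detergent | Compound: One concentration, 20 µM, in 1% DMSO | Incubation: Enzyme reaction with compound 20 min at room temperature | Detection: Diaphorase-driven resazurin-to-resorufin fluorescence, excitation 544, emission 590 nm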
S1P3 antagonist: antagonists of human S1P3 receptor. 170,000 tested, 0.27% active. inhibition, % at 4.98 µM. CHO S1P3 NFAT-BLA reporter, FRET fluorescence, antagonist mode. Q99500;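 active = inhibition above the plate cutoff, the mean inhibition of test wells on that plate plus 3 SD, cut at about 28% in these data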;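 also: cells challenged with S1P at its EC80 of 0.8 µM; blue over green emission ratio from cleaved BLA substrate after 4 h stimulation; 0% = S1P-stimulated wells and 100% = unstimulated DMSO-only wells; some compounds past the cut are filed as inactive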
Target sequence (Q99500 whole entry, looked up): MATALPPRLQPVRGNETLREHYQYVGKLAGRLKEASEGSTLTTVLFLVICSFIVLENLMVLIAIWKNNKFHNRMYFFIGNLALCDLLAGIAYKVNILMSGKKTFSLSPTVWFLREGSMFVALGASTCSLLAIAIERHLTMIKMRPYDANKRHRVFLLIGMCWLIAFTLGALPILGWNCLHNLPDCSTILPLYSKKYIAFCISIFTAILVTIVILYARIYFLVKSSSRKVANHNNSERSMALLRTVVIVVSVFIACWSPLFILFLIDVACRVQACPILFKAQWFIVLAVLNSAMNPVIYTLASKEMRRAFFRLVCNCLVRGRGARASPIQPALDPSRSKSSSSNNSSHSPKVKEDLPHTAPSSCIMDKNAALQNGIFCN
PPARg SRC-3 ag: agonists of human PPARgamma SRC-3 coactivator recruitment | activation, % at 8 µM | biochemical PPARgamma/SRC-3 coactivator recruitment assay | 200,000 tested, 0.26% active | P37231; in the data active = activation above about 23%;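 also: 0% = DMSO and 100% = reference agonist; some compounds past the cut are filed as inactive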
Target sequence (P37231 whole entry, looked up): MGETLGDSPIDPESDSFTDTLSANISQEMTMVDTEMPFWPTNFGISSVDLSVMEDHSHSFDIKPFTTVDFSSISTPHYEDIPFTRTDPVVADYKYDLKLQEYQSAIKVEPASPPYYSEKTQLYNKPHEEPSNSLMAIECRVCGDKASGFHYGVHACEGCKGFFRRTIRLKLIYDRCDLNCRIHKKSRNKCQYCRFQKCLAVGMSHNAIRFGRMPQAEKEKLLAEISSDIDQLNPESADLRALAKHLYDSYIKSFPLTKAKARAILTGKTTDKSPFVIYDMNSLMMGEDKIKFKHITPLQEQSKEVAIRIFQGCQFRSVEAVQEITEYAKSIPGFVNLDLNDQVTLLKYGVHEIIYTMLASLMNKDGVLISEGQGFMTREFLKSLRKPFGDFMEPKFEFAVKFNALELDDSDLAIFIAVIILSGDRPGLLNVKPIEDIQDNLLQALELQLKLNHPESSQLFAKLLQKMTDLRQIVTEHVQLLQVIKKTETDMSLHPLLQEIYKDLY
G6PDH CS: counter-screen for G6PDH assay hits: L. mesenteroides G6PDH inhibition | Purified L. mesenteroides G6PDH, diaphorase/resazurin coupled fluorescence, 45 min | inhibition, % at 5 µM | 200,000 tested, 0.12% active; in the data active = inhibition above about 50%
Diaphorase inh: inhibits diaphorase or chemically oxidizes, flagging diaphorase assay artifacts | diaphorase resazurin-to-resorufin fluorescence, NADH, 16 min; bacterial (C. kluyveri) enzyme, not human | inhibition, % at 20 µM | 190,000 tested, 0.69% active | AID 1217;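 active = primary screen inhibition at 20 µM above a set limit, cut at about 50% in these data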;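 also: plate controls were DMSO with full reaction for no effect and wells lacking NADH for full effect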
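Assay system – diaphorase enzyme from Clostridium kluyveri · Amount – diaphorase 0.14 U/mL (working solution) · Times – reaction incubation of 16 min at room temperature · Controls – No-NADH positive control and DMSO neutral control · Signal – resorufin fluorescence 544/590 nm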
Diaph act CS: diaphorase activation or chemical reduction counter-screen; activation factor at 20 µM; 190,000 tested, 0.005% active; Diaphorase/resazurin coupled assay, resorufin fluorescence, 16 min; stronger effect = higher value; 1 = vehicle wells, 0 = NADH-free wells;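 active = diaphorase activity raised at least twofold by the compound at 20 µM; inactive = activation factor below 2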
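System – purified diaphorase enzyme from Clostridium kluyveri · Input – enzyme 0.07 U/mL final · Also added – final NADH 0.114 mM, resazurin 0.1 mM · Measured by – fluorescence of resorufin, 544 nm excitation, 590 nm emission · Timing – 16 min enzyme reaction, ambient temperature · Measure – resorufin increase flagging diaphorase activators or reducers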
ROMK mod: modulates human ROMK potassium channel activity; P48048; Tet-inducible ROMK, thallium flux fluorescence; actives lie on both sides; B-score at 10 µM; 130,000 tested, 2% active; AID 1918;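 active = signal ratio slope over the read window, or its plate-corrected B-score, at least 3 SD from the plate mean, either direction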;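 also: B-score of the F/F0 ratio slope over 7 to 12 s after thallium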
PPARg SRC2 recr: PPARgamma-driven SRC-2 recruitment agonism; activation, % at 8 µM; AID 1032; 200,000 tested, 0.34% active; PPARgamma LBD-SRC-2 recruitment, biochemical; P37231; in the data active = activation above about 22%;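 also: 0% = vehicle and 100% = reference agonist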
PPARg SRC-1 ag: agonists of human PPARgamma SRC-1 coactivator recruitment; 200,000 tested, 0.41% active; PPARgamma-SRC-1 coactivator recruitment biochemical assay; activation, % at 8 µM; in the data active = activation above about 19%;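 also: 0% = DMSO and 100% = reference agonist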
Numbers without * were called inactive. Rows were taken by chance (roughly 3.3% active in at least one column).

Results for Cc1c(C(=O)O)sc2nc(SCC(=O)Nc3ccc(S(=O)(=O)NCCCC(=O)O)cc3)[nH]c(=O)c12 ?
PMI act: 1.3; TR-FRET SRC-2 ct: 1522; PMI act hi M6P: 1.2; S1P3 antagonist: -5.8; PPARg SRC-3 ag: -1.5; G6PDH CS: 2.9; Diaphorase inh: 13.6; Diaph act CS: 0.9; ROMK mod: -0.642; PPARg SRC2 recr: -1.9; PPARg SRC-1 ag: 3.3

What do the screens show for `N=C1C(c2ccccc2)=C(O)CN1CCO`?
PMI act: 1; TR-FRET SRC-2 ct: 1649; PMI act hi M6P: 1; S1P3 antagonist: -18.3; PPARg SRC-3 ag: 6.0; G6PDH CS: 1.7; Diaphorase inh: 7.3; Diaph act CS: 0.9; ROMK mod: 1.55; PPARg SRC2 recr: 5.7; PPARg SRC-1 ag: 13.1

Results for Clc1ccccc1CSC1=NCCN1 ?
PMI act: 1; TR-FRET SRC-2 ct: 1522; PMI act hi M6P: 1; S1P3 antagonist: -7.3; PPARg SRC-3 ag: -0.2; G6PDH CS: 0.7; Diaphorase inh: 0.5; Diaph act CS: 1; ROMK mod: -0.356; PPARg SRC2 recr: -6.3; PPARg SRC-1 ag: -5.0

How did CC(=O)c1cccc(NC(=O)COC(=O)COc2ccc(Cl)cc2)c1 do in these assays?
PMI act: 1; TR-FRET SRC-2 ct: 1591; PMI act hi M6P: 0.9; S1P3 antagonist: 6.2; PPARg SRC-3 ag: -2.4; G6PDH CS: 12.6; Diaphorase inh: 9.0; Diaph act CS: 0.9; ROMK mod: 0.0855; PPARg SRC2 recr: 3.5; PPARg SRC-1 ag: 1.2

What do the screens show for `O=C(NNC(=O)c1c(F)cccc1F)c1sccc1-n1cccc1`?
PMI act: 1.1; TR-FRET SRC-2 ct: 1623; PMI act hi M6P: 1; S1P3 antagonist: -18.1; PPARg SRC-3 ag: 1.9; G6PDH CS: 2.6; Diaphorase inh: -8.5; Diaph act CS: 1.1; ROMK mod: -0.621; PPARg SRC2 recr: 4.3; PPARg SRC-1 ag: 8.2

Results for CCOc1ccc(C(C)(N)C(=O)O)cc1 (stereo not given) ?
PMI act: 1; TR-FRET SRC-2 ct: 1629; PMI act hi M6P: 1; S1P3 antagonist: 17.2; PPARg SRC-3 ag: -2.9; G6PDH CS: 0.2; Diaphorase inh: 14.7; Diaph act CS: 0.9; PPARg SRC2 recr: 13.4; PPARg SRC-1 ag: 1.7

How did O=C(COC(=O)c1ccc(NS(=O)(=O)c2ccc(Br)s2)cc1)NC1CCCC1 do in these assays?
PMI act: 1; TR-FRET SRC-2 ct: 1539; PMI act hi M6P: 1; S1P3 antagonist: 2.3; PPARg SRC-3 ag: 8.6; G6PDH CS: 8.3; Diaphorase inh: 7.5; Diaph act CS: 0.9; ROMK mod: 0.164; PPARg SRC2 recr: 1.6; PPARg SRC-1 ag: 5.5

What do the screens show for `CCC(=O)N(Cc1cccs1)C1CCOC(C)(C)C1` (stereo not given)?
PMI act: 1; TR-FRET SRC-2 ct: 1663; PMI act hi M6P: 1; PPARg SRC-3 ag: -7.4; G6PDH CS: 13.5; Diaphorase inh: 7.2; Diaph act CS: 0.9; ROMK mod: 0.488; PPARg SRC2 recr: 3.5; PPARg SRC-1 ag: 11.5

How did O=C1C2ON(c3ccccc3)C(c3ccccn3)C2C(=O)N1c1ccc(Br)cc1 (stereo not given) do in these assays?
PMI act: 1; TR-FRET SRC-2 ct: 1757; PMI act hi M6P: 0.9; S1P3 antagonist: -33.5; PPARg SRC-3 ag: 11.6; G6PDH CS: 11.0; Diaphorase inh: 22.3; Diaph act CS: 0.8; ROMK mod: 0.000589; PPARg SRC2 recr: -5.4; PPARg SRC-1 ag: 8.4

How did Cc1cc(C)c(NC(=O)CSc2nnc(Cc3cccn3C)n2-c2ccc(F)cc2)c(C)c1 do in these assays?
PMI act: 1; TR-FRET SRC-2 ct: 1526; PMI act hi M6P: 0.9; S1P3 antagonist: -21.0; PPARg SRC-3 ag: 7.4; G6PDH CS: 13.3; Diaphorase inh: 11.8; Diaph act CS: 0.9; PPARg SRC2 recr: 0.8; PPARg SRC-1 ag: -2.9

The final two compounds of the part above lead into the next.
How did O=C1C2ON(c3ccccc3)C(c3ccccn3)C2C(=O)N1c1ccc(Br)cc1 (stereo not given) do in these assays?
PMI act: 1; TR-FRET SRC-2 ct: 1757; PMI act hi M6P: 0.9; S1P3 antagonist: -33.5; PPARg SRC-3 ag: 11.6; G6PDH CS: 11.0; Diaphorase inh: 22.3; Diaph act CS: 0.8; ROMK mod: 0.000589; PPARg SRC2 recr: -5.4; PPARg SRC-1 ag: 8.4

How did Cc1cc(C)c(NC(=O)CSc2nnc(Cc3cccn3C)n2-c2ccc(F)cc2)c(C)c1 do in these assays?
PMI act: 1; TR-FRET SRC-2 ct: 1526; PMI act hi M6P: 0.9; S1P3 antagonist: -21.0; PPARg SRC-3 ag: 7.4; G6PDH CS: 13.3; Diaphorase inh: 11.8; Diaph act CS: 0.9; PPARg SRC2 recr: 0.8; PPARg SRC-1 ag: -2.9

What do the screens show for `O=S(=O)(Nc1ccc(Cl)cc1)c1ccc(N2CCOCC2)c(NC(=S)NC2CC2)c1`?
PMI act: 0.4; TR-FRET SRC-2 ct: 1506; PMI act hi M6P: 0.6; S1P3 antagonist: -9.7; PPARg SRC-3 ag: 4.8; G6PDH CS: 3.7; Diaphorase inh: 14.3; Diaph act CS: 0.9; ROMK mod: 0.767; PPARg SRC2 recr: 1.4; PPARg SRC-1 ag: 2.9

Results for Cn1c(SCC(=O)c2ccccc2)nc2cccnc21 ?
PMI act: 0.9; TR-FRET SRC-2 ct: 1520; PMI act hi M6P: 0.9; S1P3 antagonist: 12.7; PPARg SRC-3 ag: 6.5; G6PDH CS: -12.8; Diaphorase inh: 8.0; Diaph act CS: 0.9; PPARg SRC2 recr: 16.2; PPARg SRC-1 ag: 2.3

Results for COCCNC(=O)c1ccccc1NS(=O)(=O)c1ccc(C)c([N+](=O)[O-])c1 ?
PMI act: 1.1; TR-FRET SRC-2 ct: 1445; PMI act hi M6P: 1.1; S1P3 antagonist: -10.7; PPARg SRC-3 ag: 5.1; G6PDH CS: 0.7; Diaphorase inh: 14.0; Diaph act CS: 0.9; ROMK mod: -0.32; PPARg SRC2 recr: 14.9; PPARg SRC-1 ag: 6.7

How did CCOCCCNC(=O)C(c1ccc(C)cc1)N(Cc1cccs1)C(=O)c1ccccc1O (stereo not given) do in these assays?
PMI act: 1.1; TR-FRET SRC-2 ct: 1785; PMI act hi M6P: 1.1; S1P3 antagonist: -14.7; PPARg SRC-3 ag: 6.7; G6PDH CS: 7.1; Diaphorase inh: -2.1; Diaph act CS: 1; ROMK mod: -0.0479; PPARg SRC2 recr: 2.6; PPARg SRC-1 ag: 7.8

How did Cc1ccc(-c2nn(-c3ccccc3)cc2C2SCC(=O)N2Cc2ccccc2)o1 (stereo not given) do in these assays?
PMI act: 0.9; TR-FRET SRC-2 ct: 1670; PMI act hi M6P: 0.9; S1P3 antagonist: 3.6; PPARg SRC-3 ag: 0.3; G6PDH CS: -5.5; Diaphorase inh: 16.0; Diaph act CS: 0.8; PPARg SRC2 recr: 7.3; PPARg SRC-1 ag: 7.4

What do the screens show for `COC(=O)c1ccc(C(=O)Nc2nnc(-c3cccnc3)o2)cc1`?
PMI act: 1; TR-FRET SRC-2 ct: 1600; PMI act hi M6P: 1; S1P3 antagonist: -11.2; PPARg SRC-3 ag: 3.0; G6PDH CS: 1.3; Diaphorase inh: 5.7; Diaph act CS: 0.9; ROMK mod: 0.621; PPARg SRC2 recr: 7.5; PPARg SRC-1 ag: -3.5

What do the screens show for `Cc1cnc(NC(=O)CSc2nnc(-c3ccc(Cl)cc3Cl)n2N)s1`?
PMI act: 0.8; TR-FRET SRC-2 ct: 1463; PMI act hi M6P: 0.9; S1P3 antagonist: 11.5; PPARg SRC-3 ag: -4.3; G6PDH CS: -31.4; Diaphorase inh: 13.6; Diaph act CS: 0.9; PPARg SRC2 recr: -4.1; PPARg SRC-1 ag: -1.1

What do the screens show for `CC1CCN(C(=O)CCc2ccc(Oc3cc([N+](=O)[O-])cc([N+](=O)[O-])c3)cc2)CC1`?
PMI act: 1; TR-FRET SRC-2 ct: 1674; PMI act hi M6P: 1; S1P3 antagonist: -10.6; PPARg SRC-3 ag: -2.3; G6PDH CS: 12.8; Diaphorase inh: 13.4; Diaph act CS: 0.9; ROMK mod: -2.12; PPARg SRC2 recr: 9.1; PPARg SRC-1 ag: -2.7

How did COc1ccccc1OCc1nc2ccccc2s1 do in these assays?
PMI act: 0.9; TR-FRET SRC-2 ct: 1459; PMI act hi M6P: 0.9; PPARg SRC-3 ag: 0.8; G6PDH CS: 14.9; Diaphorase inh: 16.4; Diaph act CS: 0.8; ROMK mod: -1.29; PPARg SRC2 recr: 5.0; PPARg SRC-1 ag: -0.6

How did NC(=O)c1cnn(Cc2ccc(Cl)cc2)c1N do in these assays?
PMI act: 1; TR-FRET SRC-2 ct: 1617; PMI act hi M6P: 1; S1P3 antagonist: -1.1; PPARg SRC-3 ag: -2.7; G6PDH CS: -1.8; Diaphorase inh: 8.6; Diaph act CS: 0.9; PPARg SRC2 recr: 1.0; PPARg SRC-1 ag: -1.6

How did Cc1ccn2cc(-c3cccc(NC(=O)C(C)C)c3)nc2c1 do in these assays?
PMI act: 1; TR-FRET SRC-2 ct: 1495; PMI act hi M6P: 1; S1P3 antagonist: 15.4; PPARg SRC-3 ag: -1.1; G6PDH CS: 2.6; Diaphorase inh: 7.3; Diaph act CS: 0.9; ROMK mod: -0.253; PPARg SRC2 recr: -4.3; PPARg SRC-1 ag: -6.6

Results for O=C(NC1CCCCC1)C(c1cccs1)N(C(=O)c1ccccn1)c1ccccc1 (stereo not given) ?
PMI act: 0.9; TR-FRET SRC-2 ct: 1666; PMI act hi M6P: 1; S1P3 antagonist: -18.6; PPARg SRC-3 ag: 1.6; G6PDH CS: 0.8; Diaphorase inh: 1.5; Diaph act CS: 1; PPARg SRC2 recr: -5.6; PPARg SRC-1 ag: 3.1

What do the screens show for `CN(C)c1ccc(C(=O)Nc2ccc(S(=O)(=O)NC3=NCCCCC3)cc2)cc1`?
PMI act: 1; TR-FRET SRC-2 ct: 1631; PMI act hi M6P: 1; PPARg SRC-3 ag: 1.8; G6PDH CS: -2.2; Diaphorase inh: 19.3; Diaph act CS: 0.8; ROMK mod: -0.842; PPARg SRC2 recr: 4.8; PPARg SRC-1 ag: 4.7

What do the screens show for `NC(=O)C1CC=CCC1C(=O)OCC(Cl)=C(Cl)Cl` (stereo not given)?
PMI act: 1; TR-FRET SRC-2 ct: 1566; PMI act hi M6P: 0.9; S1P3 antagonist: -1.4; PPARg SRC-3 ag: 1.8; G6PDH CS: 3.2; Diaphorase inh: 17.2; Diaph act CS: 0.8; PPARg SRC2 recr: 4.8; PPARg SRC-1 ag: -3.9
